# POLK inh – blocks human DNA polymerase kappa activity | Potency, µM (series often up to 107 µM), without a hit: top-dose activity, negative = inhibition, actives largely listed as inhibitors | Q9UBT6 | purified Pol kappa, fluorescent DNA synthesis assay, 10 min | 400,000 compounds, 0.53% hits; also: % is scaled to controls: 0 for no effect and ±100 for the full control effect
#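 Activity was followed as the change in fluorescence between reads at 0 and 10 min after starting the reaction with 50 nM substrate. Beforehand, 10 nM polymerase had been preincubated with compound for 15 min at room temperature.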
# Pol eta inh – inhibitors of human DNA polymerase eta | Q9Y253 | recombinant Pol eta, fluorescent DNA replication assay | Potency, µM (titrated, usually from 114 µM), for the others: at the top dose activity change, negative = inhibition, actives largely listed as inhibitors | 390,000 compounds, 1.2% hits | AID 588591; also: % is scaled to controls: 0 for no effect and ±100 for the full control effect
#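 Pol eta (10 nM) was preincubated with compounds for 15 min at room temperature, after which fluorescent replication substrate (50 nM final) was added to start the reaction. Fluorescence was read kinetically at 0 and 10 min.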
# JMJD2A Tudor – blocks the human JMJD2A Tudor domain. O75164. AlphaScreen JMJD2A-Tudor / H3K4me3 peptide binding. Potency, µM (top dose mostly 114 µM), for the others: at the highest dose activity change, negative = inhibition, actives largely listed as inhibitors. 390,000 compounds, 4.4% hits; also: % is scaled to controls: 0 for no effect and ±100 for the full control effect; nearly all actives have a fitted effect of over 50% in size
# BLM inh – blocks DNA unwinding by human BLM helicase | P54132 | recombinant BLM DNA unwinding, fluorescence dequenching | Potency, µM (top dose mostly 56.1 µM), for the others: top-dose activity change, negative = inhibition, most hits filed as inhibitors | 350,000 compounds, 0.2% hits | AID 2528;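 also: plate controls were vehicle for no effect and no enzyme for full effect; nearly all actives have a fitted effect of over 35% in size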
# POLB inh – inhibitors of human DNA polymerase beta; AID 485314; Potency, µM (top dose mostly 114 µM), without a hit: top-dose activity change, negative = inhibition, hits mostly inhibitors; Pol beta primer extension/strand displacement, fluorescence kinetic; 340,000 compounds, 1.3% hits; also: % is scaled to controls: 0 for no effect and ±100 for the full control effect
#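 Homogeneous kinetic assay of primer extension and strand displacement by 10 nM Pol beta, preincubated 15 min at room temperature with compound before 50 nM substrate (final) was added. Read at 0 and 10 min; four-parameter Hill fit.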
# G9a inh – inhibitors of human histone lysine methyltransferase G9a; AID 504332; 350,000 compounds, 8.8% hits; Potency, µM (titrated, usually from 102 µM), for inactives: at the top dose activity, negative = inhibition, usual class: inhibitors; G9a H3K9 monomethylation, AlphaScreen, 2 h; also: % is scaled to controls: 0 for no effect and ±100 for the full control effect; nearly all actives have a fitted effect of over 75% in size
# Target sequence (Q96KQ7 913-1193 limits assumed): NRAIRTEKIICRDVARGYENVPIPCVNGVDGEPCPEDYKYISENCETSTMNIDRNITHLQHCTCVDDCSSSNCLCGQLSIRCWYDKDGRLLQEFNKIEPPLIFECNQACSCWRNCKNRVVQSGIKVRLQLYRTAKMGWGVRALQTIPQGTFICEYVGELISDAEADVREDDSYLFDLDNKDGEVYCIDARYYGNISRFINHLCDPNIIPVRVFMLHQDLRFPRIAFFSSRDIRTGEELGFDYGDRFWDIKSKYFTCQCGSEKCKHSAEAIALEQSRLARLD
#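 Methyltransferase reactions run at room temperature for 2 h (20 nM enzyme, 500 nM biotin-H3K9 peptide, 20 uM SAM) after a 15 min compound preincubation; product detected by AlphaScreen beads and anti-H3K9me1 antibody.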
# BAZ2B inh – inhibitors of human BAZ2B bromodomain; Q9UIF8; AlphaScreen BAZ2B-H3K14Ac peptide displacement; Potency, µM (titrated, usually from 114 µM), for the others: at the highest dose activity change, negative = inhibition, most hits filed as inhibitors; 360,000 compounds, 4.4% hits; AID 504333; also: % is scaled to controls: 0 for no effect and ±100 for the full control effect; nearly all actives have a fitted effect of over 60% in size
#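 Inhibition is scored as reduced AlphaScreen emission. The BAZ2B/b-H3(5-23)K14Ac complex (50 nM each) in PBS pH 7.4, 0.01% Tween-20 meets compound (up to 110 uM) for 30 min at RT before bead addition.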
# APEX1 inh – APE1 (human) endonuclease inhibition; P27695; recombinant APE1, TAMRA/BHQ-2 abasic DNA cleavage fluorescence; Potency, µM (titrated, usually from 65.8 µM), without a hit: at the top dose activity change, negative = inhibition, hits mostly inhibitors; 350,000 compounds, 0.35% hits;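 also: plate controls were vehicle for no effect and reference inhibitor for full effect; nearly all actives have a fitted effect of over 55% in size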
#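 Measures dequenching upon AP-site incision of a 5'-TAMRA/3'-BHQ-2 THF-containing duplex, 50 nM; human APE1 0.75 nM after 15 min room-temperature exposure to compound; kinetic three-point read at one-minute spacing.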
# POLI inh – blocks human DNA polymerase iota activity; Q9UNA4; Potency, µM (series often up to 115 µM), without a hit: at the top dose activity, negative = inhibition, usual class: inhibitors; AID 588590; Pol iota fluorescent replication assay, 10 min; 390,000 compounds, 1% hits
# Target sequence (Q9UNA4 whole entry, looked up): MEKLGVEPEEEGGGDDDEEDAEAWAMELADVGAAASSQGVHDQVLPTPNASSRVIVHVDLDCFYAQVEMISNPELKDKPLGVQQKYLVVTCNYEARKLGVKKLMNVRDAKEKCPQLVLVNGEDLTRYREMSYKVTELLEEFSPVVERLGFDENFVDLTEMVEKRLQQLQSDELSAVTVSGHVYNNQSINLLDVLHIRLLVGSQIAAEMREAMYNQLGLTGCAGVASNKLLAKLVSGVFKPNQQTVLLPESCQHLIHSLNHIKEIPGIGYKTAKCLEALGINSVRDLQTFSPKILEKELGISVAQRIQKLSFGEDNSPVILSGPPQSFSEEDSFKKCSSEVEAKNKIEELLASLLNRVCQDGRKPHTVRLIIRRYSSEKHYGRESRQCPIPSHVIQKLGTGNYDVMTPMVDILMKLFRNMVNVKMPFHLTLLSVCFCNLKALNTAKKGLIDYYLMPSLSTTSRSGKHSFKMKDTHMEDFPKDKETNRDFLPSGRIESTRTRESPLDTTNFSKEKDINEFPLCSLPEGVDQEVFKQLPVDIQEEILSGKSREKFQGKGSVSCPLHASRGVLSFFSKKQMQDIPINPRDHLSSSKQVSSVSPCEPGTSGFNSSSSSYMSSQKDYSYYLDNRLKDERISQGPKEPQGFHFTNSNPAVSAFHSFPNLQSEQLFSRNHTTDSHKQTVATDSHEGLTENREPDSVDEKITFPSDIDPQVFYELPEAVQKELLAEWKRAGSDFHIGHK
#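 Fluorescent replication assay read twice, at 0 min and 10 min after adding 50 nM (final) substrate. Enzyme (10 nM) and compounds were first incubated 15 min at room temperature; enzyme-free buffer wells were negative controls.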
# The depositor's hits bear a star; ? = inconclusive; · = not tested or not shown; [ ] = remark or other dose. Calls follow the shape of the dose curve; as a rule, active = well fitted curve in the direction sought with a large enough effect; inconclusive = small, poorly fitted or top-dose-only effect, or another doubt; inactive = no such curve, though single readings can be large; an effect the other way counts as inactive or inconclusive. Potency is read from the fitted curve at half-maximal effect. Some of the compounds tested (hit frequency here may not be typical).
no. | structure | POLK inh | Pol eta inh | JMJD2A Tudor | BLM inh | POLB inh | G9a inh | BAZ2B inh | APEX1 inh | POLI inh
1 | Cc1ccc(-n2ncc3c(N4CCN(Cc5ccccc5)CC4)ncnc32)cc1Cl | -5%[60.1 µM] | -7% | -20% | -5% | -5% | 11%[59 µM] | 1% | · | -4%
2 | CCCc1cc(N2CCCC(C(=O)NCc3ccc4c(c3)OCO4)C2)n2ncnc2n1 (stereo not given) | -13% | -1% | 0% | 0% | -18% | -18%[12.7 µM] | -3% | -3% | 0%[58.9 µM]
3 | COc1ccccc1CNC(=O)CSc1nc(N)c(C#N)c(-c2cccs2)c1C#N | -14% | 10% | 3% | -4% | 4% | 18% | ? | 1% | -3%
4 | COC(=O)c1ccc(CSc2n[nH]c(-c3ccccc3)n2)o1 | 4% | -6% | -8% | -2% | -4% | · | -4% | 16% | -18%
5 | CC(=O)N1CCc2cc(S(=O)(=O)Nc3ccc(C)cc3C)ccc21 | 6% | 10% | -13% | -1% | 1% | 0% | -2% | 33% | 1%
6 | CCN(CC)S(=O)(=O)c1ccc(F)c(C(=O)NCCC(C)C)c1 | -9% | -2% | -5% | 4% | -24% | -5%[59 µM] | 6% | 3% | 13%[58.9 µM]
7 | COc1ccc(-c2nc(CSCC(=O)N3CCN(c4cc(Cl)ccc4C)CC3)c(C)o2)cc1 | -15% | -10% | ? | -10% | -29% | -36%[59 µM] | ? | · | ?
8 | CCc1cc(C(c2ccncc2)N2CCN(C)CC2)c(NC(=O)c2ccccc2)s1 (stereo not given) | -3% | -15% | -35% | -11% | 5% | 40µM* | ? | -2% | -27%
9 | O=[N+]([O-])c1cccc(/C=N/Nc2cc(N3CCOCC3)ncn2)c1 | 7% | -15% | -4% | -3% | 0% | -7% | -7% | 19% | 6%
10 | COC(=O)CNC(=O)c1cc(OC)cc(OC)c1 | -16% | -21% | -1% | 1% | -1% | · | -8% | 3% | 153%[activator]
11 | O=C(CSc1ncnc2c1nnn2-c1ccc(F)cc1)NCC1CCCO1 (stereo not given) | -4% | -2% | 2% | 0% | 31% | 22%[59 µM] | 6% | 1% | 11%
12 | CCOC(=O)C1=C(C)N(C[C@@H]2CC[C@@H](Cc3ccc(-c4ccccc4)cc3)O2)C(=O)NC1c1ccc(SCc2ccco2)c([N+](=O)[O-])c1 (stereo not given in full) | ? | 13µM* | 40µM* | · | · | · | · | -19% | ?

# Further entries
no. | structure | POLK inh | Pol eta inh | JMJD2A Tudor | BLM inh | POLB inh | G9a inh | BAZ2B inh | APEX1 inh | POLI inh
13 | CN(C)C(=O)CCN1CCOCC1 | 1% | -12% | ? | -4% | 16% | ? | 8% | 16% | -1%
14 | Cc1ccc(Cl)c(OCC(=O)OCC(=O)c2ccc[nH]2)c1 | -6% | -25% | -10% | · | · | · | · | -1% | 8%
15 | COc1ccc(-c2c(C#Cc3ccsc3)c3ccccc3n2C)cc1 | -7% | -19% | -14% | -5% | 25% | 32µM* | ? | 27% | ?
16 | O=C(COC(=O)c1cccnc1Cl)Nc1ccc2c(c1)OCCO2 | 15% | -17% | -8% | -2% | -1% | -31% | -2% | 6% | 4%
17 | Cc1ccc(S(=O)(=O)Nc2nc(C)c(NC(=O)Nc3ccc(Cl)cc3Cl)s2)cc1 | -12% | 15% | -25% | -9% | -17% | ? | -35% | -10% | ?
18 | COc1ccc(NC(=O)c2ccc3c(c2)C(=O)N(CC2CCCO2)C3=O)cc1 (stereo not given) | 5% | -16% | -14% | -4% | 1% | 7% | -1% | 35% | 106%[activator]
19 | Cc1ccc(S(=O)(=O)N2CCN(C(=O)c3cc(-c4cccs4)nn3-c3ccccc3)CC2)cc1 | -2% | -1% | -9% | · | · | -45% | -17% | 43% | 8%
20 | COc1cc(-c2nc3sc(C)c(C)c3c(=O)o2)cc(OC)c1OC | 10% | -7% | -10% | -1% | ? | -2% | -3% | -11% | 18%
21 | C=C1CC23C[C@H]4[C@@H]5[C@@]6(C)C[C@H](OC(=O)c7ccccc7)[C@@H](OC(C)=O)[C@]57[C@@H]2[C@@H](OC(C)=O)[C@H]1[C@@H](O)[C@H]3[C@H]7N4C6 | -1%[12 µM] | · | · | 0%[21.4 µM] | · | 29%[21.5 µM] | · | 1%[21 µM] | ·
22 | COCCN1CC(CNC(=O)c2cc(COc3ccc(C)c(C)c3)on2)CC1=O (stereo not given) | -4% | -15% | -20% | -23% | 13% | -1% | -22% | 7% | -7%
23 | COc1ccc(NS(=O)(=O)c2cnc[nH]2)cc1 | -8% | -13% | 12% | -1% | 30% | 8% | -17% | 0% | 78%[activator]
24 | O=C1c2ccc(Cl)cc2S(=O)(=O)c2cccc(C(=O)N3CCN(c4ccc(Cl)cn4)CC3)c21 | -19% | -11% | ? | · | · | ? | ? | 26% | -10%

# Shown as a hit in JMJD2A Tudor (from the list above):
no. | structure | POLK inh | Pol eta inh | JMJD2A Tudor | BLM inh | POLB inh | G9a inh | BAZ2B inh | APEX1 inh | POLI inh
12 | CCOC(=O)C1=C(C)N(C[C@@H]2CC[C@@H](Cc3ccc(-c4ccccc4)cc3)O2)C(=O)NC1c1ccc(SCc2ccco2)c([N+](=O)[O-])c1 (stereo not given in full) | ? | 13µM* | 40µM* | · | · | · | · | -19% | ?

# Among those listed so far, these contain a furan ring, fused or not:
no. | structure | POLK inh | Pol eta inh | JMJD2A Tudor | BLM inh | POLB inh | G9a inh | BAZ2B inh | APEX1 inh | POLI inh
4 | COC(=O)c1ccc(CSc2n[nH]c(-c3ccccc3)n2)o1 | 4% | -6% | -8% | -2% | -4% | · | -4% | 16% | -18%
12 | CCOC(=O)C1=C(C)N(C[C@@H]2CC[C@@H](Cc3ccc(-c4ccccc4)cc3)O2)C(=O)NC1c1ccc(SCc2ccco2)c([N+](=O)[O-])c1 (stereo not given in full) | ? | 13µM* | 40µM* | · | · | · | · | -19% | ?

# Quoted from the listing.
# Under POLK inh, cpd 24 shows -19%
# Under POLI inh, cpd 20 shows 18%

# Carrying on:
no. | structure | POLK inh | Pol eta inh | JMJD2A Tudor | BLM inh | POLB inh | G9a inh | BAZ2B inh | APEX1 inh | POLI inh
25 | CCCCc1c(C)nc2ccc(Br)cc2c1SC(N)N | -8% | -8% | -27% | -9% | 22% | -30% | -36% | ? | ?
26 | Cc1oc(=O)c(NC(=O)c2cccc(Cl)c2)cc1C(=O)c1ccccc1 | 2% | -13% | -31% | -12% | 11% | -18%[0.0925 µM] | -7% | -10% | -2%
27 | O=C(CSc1ncnc2ccccc12)N1CCCC1 | -4% | -12% | -12% | 0% | 14% | -19% | -4% | 1% | ?
28 | O=C(NCc1ccco1)C(c1ccncc1)N(C(=O)Cn1nnc2ccccc21)c1ccccc1 (stereo not given) | 1% | -16% | -5% | -3% | -9% | ? | -2% | 42% | 9%
29 | CCCc1nnc(NC(=O)c2c(O)c3cccc4c3n(c2=O)CCC4)s1 | 12% | · | ? | -1% | 16% | -34%[2.33 µM] | -1% | 1% | 24%
30 | CCCCc1ccc(NS(=O)(=O)c2cccc(C(=O)N3CCNC(=O)C3)c2)cc1 | -2% | -7% | -10% | · | · | -28% | 8% | -3% | 30%[activator]
31 | O=C(Cc1ccccc1)N(Cc1cccnc1)c1nc2c(Cl)cccc2s1 | -9%[60.1 µM] | -8% | -19% | -9% | 3% | 9%[59 µM] | ? | · | 28%
32 | O=C(Nc1ccc(F)cc1)C(Sc1nc2ccccc2[nH]1)c1ccccc1 (stereo not given) | -9% | -8% | -8% | 1% | 22% | ? | -1% | -10% | -20%
33 | CN(C)c1ncnc2c1C(c1ccccc1)C(C)(C)O2 (stereo not given) | 0% | -20% | -1% | · | · | · | · | · | 24%
34 | Cc1ccc(NC(=O)CSc2nnc(-c3cnccn3)n2Cc2ccco2)cc1C | -3% | 9% | -9% | 0% | 1% | 7%[12.7 µM] | 13% | -9% | 9%
35 | CCCCCc1c(C)nc(NCc2ccccc2)[nH]c1=O | -1% | -3% | -23% | 3% | ? | ? | 7% | -3% | -15%[58.9 µM]
36 | COC(=O)CNC(=O)Nc1cc(C(=O)NCc2ccc(C)cc2)ccc1N1CCCC1 | 0%[60.1 µM] | -13% | -10% | 0% | 25% | 9%[59 µM] | -10% | · | 12%

# (continued)
no. | structure | POLK inh | Pol eta inh | JMJD2A Tudor | BLM inh | POLB inh | G9a inh | BAZ2B inh | APEX1 inh | POLI inh
37 | O=C(c1ccc2c(c1)N(Cc1ccccc1F)C(=O)c1ccccc1S2(=O)=O)N1CCN(c2ccccc2F)CC1 | -3% | -4% | -17% | -8% | 20% | -6%[59 µM] | -24% | · | 19%
38 | COc1cccc(-n2ccn(CC(=O)Nc3ccccc3F)c(=O)c2=O)c1 | -9% | -14% | -5% | -1% | -1% | -22%[59 µM] | 0% | · | 13%
39 | Cc1cc(C)cc(NC(=O)c2cc(C)nc3c2c(C)nn3-c2ccccc2)c1 | -13% | -10% | 1% | -2% | -2% | -8%[59 µM] | 5%[57.1 µM] | · | -11%
40 | Cc1cc(OCC(=O)NC(Cc2ccc(Cl)cc2)C(=O)O)c2c(C)c(C)c(=O)oc2c1 (stereo not given) | 3% | -13% | -14% | 1% | 9% | · | 2% | 15% | -21%
41 | O=C(O)c1ccc(S(=O)(=O)N2CCCCCC2)cc1 | -2% | -11% | -14% | -3% | 15% | ? | 3% | -1% | -8%
42 | CCN(CC)S(=O)(=O)c1ccc(N2CCOCC2)c(NC(=O)CC2OC(=O)c3ccccc32)c1 (stereo not given) | -4% | -21% | -12% | · | · | -23%[0.501 µM] | -14% | 24% | 75%[activator]
43 | Cc1ccc(NC(=O)C2CCN(S(=O)(=O)c3c(C)noc3/C=C/c3ccco3)CC2)cc1C | -26% | -9% | ? | -6% | ? | 2%[59 µM] | · | · | ?
44 | Cc1onc(-c2ccccc2Cl)c1C(=O)N1CCOC12CCN(c1cccc(F)n1)CC2 | 4% | -22% | -18% | -6% | 0% | -7% | -17% | -2% | 37%[activator]
45 | CCC(C)(C)NC(=O)C(c1ccc(F)cc1)N(CCOC)C(=O)CCC(=O)Nc1nccs1 (stereo not given) | -4% | -15% | -1% | 0% | -8% | 18%[59 µM] | 1% | 45%[12.4 µM] | 38%[activator]

# Down the list, as entered above.
# POLK inh, nos. 37 to 45, in order: -3%, -9%, -13%, 3%, -2%, -4%, -26%, 4%, -4%

# Screening results from PubChem BioAssay.
